hERG WT inh = inhibitors of human wildtype KCNH2 potassium channel | Q12809 | U2OS, BacMam KCNH2, thallium flux FluxOr; hits give low values | activity change, % at 1.84 µM | hit rate 0.37% among 340,000 | AID 720551;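 active = maximum activity change below -70%; inconclusive = maximum activity change between -70% and -50%; inactive = maximum activity change above -50%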; note: % is set by controls: 0 for no effect and ±100 for the full control effect
Target sequence (Q12809 whole entry, looked up): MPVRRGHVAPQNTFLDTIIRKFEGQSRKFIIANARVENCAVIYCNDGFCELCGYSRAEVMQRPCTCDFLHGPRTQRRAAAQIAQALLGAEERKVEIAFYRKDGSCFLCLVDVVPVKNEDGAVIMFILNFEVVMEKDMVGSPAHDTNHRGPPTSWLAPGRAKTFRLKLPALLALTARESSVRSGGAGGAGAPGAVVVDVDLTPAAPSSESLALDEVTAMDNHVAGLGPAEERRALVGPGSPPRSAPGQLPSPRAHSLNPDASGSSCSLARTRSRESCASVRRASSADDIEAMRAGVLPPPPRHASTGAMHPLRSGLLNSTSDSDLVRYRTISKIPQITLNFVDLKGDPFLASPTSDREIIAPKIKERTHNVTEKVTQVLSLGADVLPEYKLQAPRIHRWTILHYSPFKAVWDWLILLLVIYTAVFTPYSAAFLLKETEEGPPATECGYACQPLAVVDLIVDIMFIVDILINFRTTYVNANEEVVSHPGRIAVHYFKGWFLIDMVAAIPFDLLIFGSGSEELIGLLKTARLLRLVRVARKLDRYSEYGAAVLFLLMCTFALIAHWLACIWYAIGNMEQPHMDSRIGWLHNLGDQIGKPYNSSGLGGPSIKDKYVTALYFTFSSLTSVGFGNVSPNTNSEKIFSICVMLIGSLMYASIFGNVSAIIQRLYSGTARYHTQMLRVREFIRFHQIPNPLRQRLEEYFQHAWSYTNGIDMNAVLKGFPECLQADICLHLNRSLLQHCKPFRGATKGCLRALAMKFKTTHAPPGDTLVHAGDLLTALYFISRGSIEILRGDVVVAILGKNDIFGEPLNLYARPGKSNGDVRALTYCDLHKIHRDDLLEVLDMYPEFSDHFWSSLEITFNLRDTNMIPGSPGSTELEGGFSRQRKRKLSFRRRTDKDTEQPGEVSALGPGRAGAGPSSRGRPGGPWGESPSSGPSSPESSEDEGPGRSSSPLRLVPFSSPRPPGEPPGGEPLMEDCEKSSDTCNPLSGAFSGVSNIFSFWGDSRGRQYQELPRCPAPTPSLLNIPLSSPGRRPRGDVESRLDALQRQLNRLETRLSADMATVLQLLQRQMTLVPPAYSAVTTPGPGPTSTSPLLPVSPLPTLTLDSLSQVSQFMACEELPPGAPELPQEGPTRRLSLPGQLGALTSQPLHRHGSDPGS
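U2OS cells were transduced with wild-type KCNH2 virus (2.03 x 10^8 / mL) for 4 h at room temperature, then cultured overnight at 37 C. Thallium flux was read with FluxOr dye. Rate constants were normalized to DMSO controls.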
S-ASM inh = blocks human secretory acid sphingomyelinase; placental ASM, HMU-PC fluorogenic substrate, 60 min; Potency, µM (highest dose often 57.5 µM), for the others: at the top dose activity change, negative = inhibition, most hits filed as inhibitors; hit rate 0.006% among 340,000; AID 504937; note: potency is the fitted concentration of half-maximal effect
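Fluorescence read-out (Ex 386 nm, Em 447 nm) after stopping the reaction at pH 10. Enzyme: ASM from human placenta; substrate HMU-PC0, 9 uM final; 60 min, 37 °C. Compound preincubation 10 min, ambient temperature.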
MBNL1-CUG inh = MBNL1-poly(CUG) RNA binding inhibition. Q9NR56. TR-FRET MBNL1-His/biotin-(CUG)12 binding, 665/545 ratio. Potency, µM (highest dose often 57.5 µM), for the others: top-dose activity change, negative = inhibition, most hits filed as inhibitors. hit rate 0.036% among 280,000; active = well fitted inhibition curve with a large enough effect in the signal ratio, with a control signal flat, not every such curve was filed as active; inconclusive = small, poorly fitted or top-dose-only effect, or effect the other way, or a change in a side signal; inactive = no such curve, though single readings can be large or run the other way; the % refers to the signal ratio; note: potency is the fitted concentration of half-maximal effect; % is set by controls: 0 for no effect and ±100 for the full control effect
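Ratiometric TR-FRET (665 over 545 nm, excitation 340 nm) tracks disruption of MBNL1-His/biotin-(CUG)12 complex after 60 min at room temperature, with compounds at 92 nM to 58 uM final.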
GALK inh = inhibitors of human galactokinase; Purified GALK, Kinase-Glo residual ATP luminescence; P51570; hit rate 0.007% among 270,000; Potency, µM (highest dose often 57.5 µM), for inactives: top-dose activity change, negative = inhibition, usual class: inhibitors; AID 1868; note: potency is the fitted concentration of half-maximal effect; % is set by controls: 0 for no effect and ±100 for the full control effect
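Kinase-Glo Plus luminescence measured ATP left after a 1 h room-temperature reaction. The reaction used 5 nM GALK, 100 uM galactose and 35 uM ATP at pH 8.0 (20 mM HEPES, 5 mM MgCl2, 60 mM NaCl, 1 mM DTT, 0.01% BSA).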
FBPA coupling cs = counter-screen for Giardia aldolase inhibitors: coupling enzyme system; AID 2472; coupling enzyme system counterscreen, AmpLite Red fluorescence; activity change, negative = inhibition, % at 58.2 µM, hits read low; hit rate 0.67% among 290,000; in the data active = activity change below about -30%; note: % is set by controls: 0 for no effect and ±100 for the full control effect
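Counterscreen of the coupled detection system alone, without aldolase: glyceraldehyde-3-phosphate coupling enzymes plus AmpLite Red readout. Compounds at 57.5 uM final, 10 min RT preincubation, 20 min RT reaction, fluorescence 525/598 nm.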
Integrin act MD = activates integrin-mediated alleviation for muscular dystrophy; alpha7betagal myoblasts, beta-gal FDG fluorescence, 48 h; hit rate 0.064% among 350,000; Potency, µM (highest dose often 38.3 µM), for the others: at the top dose activation, actives largely listed as activators;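 note: potency is the fitted concentration of half-maximal effect; 100% = response of the positive control SU9516; nearly all actives have a fitted effect of over 60% in size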
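alpha7betagal+/- myoblasts (passage 13, 250/well) treated 48 h at 37C with compounds at 1:260 dilution of DMSO stock. Lysed, then beta-galactosidase activity read as FDG fluorescence (ex 480/em 540) after 30 min, with pre-read for autofluorescence.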
TRPV1 agonist = activates the human vanilloid receptor TRPV1; activation, % at 8.33 µM; TRPV1-expressing cells, Fluo-8 calcium influx, agonist mode; hit rate 0.19% among 320,000; Q8NER1; in the data active = activation above about 80%; inconclusive = between about 30% and that limit; note: 0% is about no effect
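Fluo-8 calcium influx in TRPV1-expressing cells, kinetic read (ex 480/em 520 nm). Compound added and read 3 min for agonist activity, followed by capsaicin at EC20 final and 2 min further read for enhancement.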
KCNH2 3.1 block = blocks the human KCNH2 3.1 channel isoform. U2OS KCNH2 3.1, thallium flux FluxOr; hits give low values. hit rate 0.95% among 340,000. activity change, % (tested at about 1.8 µM). AID 720553;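 active = maximum activity change below -70%; inconclusive = maximum activity change from -70% to -50%; inactive = maximum activity change above -50%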;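 note: thallium influx rate constant from kinetic fluorescence after stimulation buffer; % is set by controls: 0 for no effect and ±100 for the full control effect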
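U2OS cells transduced with KCNH2 3.1 mutant virus (1.77 x 10^8 /mL, 4 h), plated overnight at 37 C, loaded 45 min with FluxOr dye plus Red40 quencher. Thallium flux rate constant from kinetic reads after stimulation buffer, normalised to controls.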
A-T KAP1 phos = potential ataxia-telangiectasia treatment. AID 485349. Potency, µM (series often up to 57.5 µM), for inactives: at the top dose activation, actives largely listed as activators. hit rate 0.19% among 320,000. […] A-T fibroblasts, KAP-1 phosphorylation AlphaLISA; neocarzinostatin DNA damage 30 min before lysis; note: potency is the fitted concentration of half-maximal effect; % of control where 0% means no effect; nearly all actives have a fitted effect of over 45% in size
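ATM-like activity read as KAP-1 phosphorylation via AlphaLISA donor/acceptor antibody pairs after lysis and 6 hr at 25C. Cells were ATM-null patient fibroblasts ([…], hTERT), dosed 60 min, then exposed to the DSB inducer NCS for 30 min.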
MLL CXXC-DNA inh = inhibitors of human MLL CXXC domain-DNA interaction; Q03164; MLL-CXXC / FITC-HOXA9 DNA fluorescence polarization; Potency, µM (titrated, usually from 115 µM), for inactives: at the highest dose activity change, negative = inhibition, usual class: inhibitors; hit rate 0.037% among 290,000; active = well fitted inhibition curve with a large enough effect in the polarisation, with a control signal flat, not every such curve was filed as active; inconclusive = small, poorly fitted or top-dose-only effect, or effect the other way, or a change in a side signal; inactive = no such curve, though single readings can be large or run the other way; the % refers to the polarisation; note: potency is the fitted concentration of half-maximal effect
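Purified MLL-CXXC (added from a 7 uM solution) was preincubated 5 min at ambient with pinned compounds in 50 mM Tris-HCl pH 7.5, 50 mM NaCl, 1 mM DTT, 0.05% BSA. Fluorescein-labeled HOX-A9 DNA (50 nM solution) followed, 30 min, then polarization read.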
Active calls of the source: *; u = inconclusive; x = not tested or not shown; & = joins results of further samples; [ ] = remark or other dose. Unless noted, calls come from the whole dose curve; as a rule, active = well fitted curve in the direction sought with a large enough effect; inconclusive = small, poorly fitted or top-dose-only effect, or another doubt; inactive = no such curve, though single readings can be large; an effect the other way counts as inactive or inconclusive.

SMILES	hERG WT inh	S-ASM inh	MBNL1-CUG inh	GALK inh	FBPA coupling cs	Integrin act MD	TRPV1 agonist	KCNH2 3.1 block	A-T KAP1 phos	MLL CXXC-DNA inh
C=CCOc1ccc(/C=C/C(=O)OCC(=O)N(C)C2CCS(=O)(=O)C2)cc1 (configuration not stated)	-3	-1%	11%	5%	x	2%	2	0	14%	-9%
Cc1cc(C)cc(-c2nnc(SCC(=O)NCC3CCCO3)o2)c1 (configuration not stated)	-3	2%	x	x	x	-14%	x	-23	x	x
CC(OC(=O)c1ccc(-c2ccc(O)cc2)cc1)C(=O)NC1CCCCC1C (configuration not stated)	-1	-4%	x	x	x	-26%	-1	-5	13%	x
COc1cccc(C2C(C#N)=C(C)NC3=C2C(=O)CC(C)(C)C3)c1 (configuration not stated)	1	x	33%	2%	1	22%	-1	-3	13%	5%
CCOC(=O)N1CCN(C(=O)c2ccccc2-c2ccccc2)CC1	-16	3%	-10%	-1%	4	-30%	5	-7	-1%	4%
COc1cc(/C=N/NC(=O)c2ccc(O)cc2)ccc1OCC(=O)Nc1cccc([N+](=O)[O-])c1	11	-5%	5%	-1%	1	-23%	0	-3	2%	12%
Cc1noc(C)c1NC(=O)N(C)C[C@H]1Oc2ccc(NS(=O)(=O)c3ccccc3)cc2C(=O)N([C@H](C)CO)C[C@@H]1C	-13	-1%	x	x	x	0%	x	3	-5%	x
Cc1ccc(NC(=O)CSc2nnc(CNC(=O)c3ccco3)n2C)c(C)c1	6	-1%	x	x	x	-5%	-3	6	-4%	x
CCOc1ccc(S(=O)(=O)N2CCOCC2)cc1NC(=O)CN1C(=O)NC2(CCCC2)C1=O	19	12%	x	x	x	28%	5	-4	4%	x
COc1ccc(C(=O)/C=C/c2ccc(OC3CSC3)cc2)cc1OC	1	9%	x	0%	-3	-7%	2	-6	13%	2%
COc1ccc(NC(=O)CSc2nc3ccc(OC)cc3[nH]2)cc1	12	-3%	-4%	0%	0	-3%	27	3	3%	0%
S=c1[nH]nc([C@@H]2C[C@H]2c2ccccc2)n1-c1ccccc1Cl	0	-7%	0%	-2%	5	-41%	5	2	6%	-4%
COc1ccc(/C=C/C(=O)Oc2cc(C)[nH]c(=O)c2[N+](=O)[O-])cc1OC	4	2%	-10%	-1%	2	8%	-2	-8	-4%	17%
O=C(CSc1nnc2ccccn12)Nc1cccc(S(=O)(=O)N2CCOCC2)c1	9	4%	-2%	1%	1	-13%	-3	x	2%	-6%
COc1ccc(CCC(=O)Nc2nc3ccccc3[nH]2)cc1OC	-3	2%	-8%	5%	0	-17%	-1	2	x	-3%
O=C(COC(=O)COc1ccc2c(c1)CCC2)Nc1ccccc1	4	0%	x	x	x	7%	22	-2	-5%	x
O=C1CCC2(CCCCC2)N1	0	1%	x	x	x	-8%	x	11	x	x
Cc1ccc(S(=O)(=O)N2[C@@H](c3ccc(C(C)(C)C)cc3)C(C(=O)O)=CC[C@H]2c2ccc(Cl)c(Cl)c2)cc1	2	4%	x	x	x	4%	x	-3	16%	x
CCOc1cc(CN2CCN(C(=O)CC(C)C)CC2)ccc1OC	2	1%	-12%	3%	1	-12%	2	4	6%	-6%
CN(C)C(=O)C[n+]1ccc(C(N)=O)cc1	1	0%	19%	1%	0	25%	1	18	0%	-3%
CC(NC(=O)c1cccc(OC2CCN(C3CCN(C)CC3)CC2)c1)c1ccccc1 (configuration not stated)	6	-7%	5%	7%	x	-79%[inhibitor]	3	7	12%	-6%
O=C(NCCc1ccccn1)c1ccc2nc(Cc3ccccc3F)oc2c1	1	2%	4%	-1%	x	11%	-5	3	-9%	5%
CCOC(=O)C1CCN(C(=O)Cn2nc(CC)n3cccc3c2=O)CC1	-8	4%	-5%	2%	0	-19%	0	-35	-1%	0%
C=CCN1C=C2C(=O)C(C)(OC(=O)CCc3ccccc3)C(=O)C=C2C=C1c1ccc(C#N)cc1 (configuration not stated)	0	30%[activator]	u	1%	-11&-20	18%	-6	2	-35%	3%
CCn1cc(/C=N\NC(=O)c2ccc(F)cc2)cn1	-1	10%	-8%[11.5 µM]	x	-2	-10%	-4	-12	-2%	16%

Next results follow:
SMILES	hERG WT inh	S-ASM inh	MBNL1-CUG inh	GALK inh	FBPA coupling cs	Integrin act MD	TRPV1 agonist	KCNH2 3.1 block	A-T KAP1 phos	MLL CXXC-DNA inh
COC(=O)c1cc(-c2ccc(OC)c(OC)c2)on1	16	0%	1%	-1%	1	2%	8	-5	-3%	2%
CCOC(=O)c1ccc(N2C(=O)c3n[nH]c(C)c3C2c2ccc(OC)cc2)cc1 (configuration not stated)	3	-12%	-24%	4%	-2	-5%	-2	-21	0%	-2%
CC1Cn2c(CCc3ccccc3)nnc2S1 (configuration not stated)	4	0%	-9%	0%	1	19%	-1	6	x	-2%
CCc1nnc(NC(=O)CSc2nnc(C(C)NC(=O)c3ccccc3)n2C)s1 (configuration not stated)	5	-2%	-8%	-2%	-1	27%	4	-18	x	7%
CCCCCc1nc2c(c(=O)c3ccccc3n2C)c(=O)n1Cc1ccc(OC)cc1	0	-22%	x	0%	-1	20%	1	-1	-1%	-7%
CCCCCCSc1ccc(-c2nc3ccc(Cl)cn3c2NC2CCCCC2)cc1	7	345%[activator]	x	x	x	22%	x	3	-3%	x
CCOC(=O)c1ccc(S(=O)(=O)NC2CC2)cc1	0	-15%	-1%	15%	5	-22%	0	-1	3%	-8%
Cc1ccc(-c2noc(C3CCN(S(C)(=O)=O)CC3)n2)o1	-7	1%	-3%	5%	1	-5%	-2	3	4%	-7%
COc1ccc(/C=C2/SC(=O)N(CCNC(=O)C3COc4ccccc4O3)C2=O)cc1 (configuration not stated)	3	-2%	10%	-2%	1	-11%	-1	-8	-9%	3%
Cc1ccc(NC(=O)CCCCCC2NC(=O)NC2C)cc1 (configuration not stated)	22	-3%	0.045µM*	-1%	0	25%	4	5	-7%	2%
COc1ccc(CCNCC(O)COc2cccc(Br)c2)cc1OC (configuration not stated)	34	-2%	-5%	5%	4	-62%[inhibitor]	-4	-7	0%	19%

In the list so far, three have a Cl atom.
SMILES	hERG WT inh	S-ASM inh	MBNL1-CUG inh	GALK inh	FBPA coupling cs	Integrin act MD	TRPV1 agonist	KCNH2 3.1 block	A-T KAP1 phos	MLL CXXC-DNA inh
S=c1[nH]nc([C@@H]2C[C@H]2c2ccccc2)n1-c1ccccc1Cl	0	-7%	0%	-2%	5	-41%	5	2	6%	-4%
Cc1ccc(S(=O)(=O)N2[C@@H](c3ccc(C(C)(C)C)cc3)C(C(=O)O)=CC[C@H]2c2ccc(Cl)c(Cl)c2)cc1	2	4%	x	x	x	4%	x	-3	16%	x
CCCCCCSc1ccc(-c2nc3ccc(Cl)cn3c2NC2CCCCC2)cc1	7	345%[activator]	x	x	x	22%	x	3	-3%	x

3 structures out of the list, sorted by molecular weight, lowest first:
SMILES	hERG WT inh	S-ASM inh	MBNL1-CUG inh	GALK inh	FBPA coupling cs	Integrin act MD	TRPV1 agonist	KCNH2 3.1 block	A-T KAP1 phos	MLL CXXC-DNA inh
CCOC(=O)c1ccc(S(=O)(=O)NC2CC2)cc1	0	-15%	-1%	15%	5	-22%	0	-1	3%	-8%
Cc1ccc(-c2noc(C3CCN(S(C)(=O)=O)CC3)n2)o1	-7	1%	-3%	5%	1	-5%	-2	3	4%	-7%
COc1ccc(CCNCC(O)COc2cccc(Br)c2)cc1OC (configuration not stated)	34	-2%	-5%	5%	4	-62%[inhibitor]	-4	-7	0%	19%

Compound activity: PubChem BioAssay, National Center for Advancing Translational Sciences (NCATS)
